Source: PubChem BioAssay
M. tuberculosis GlmU: inhibition of mycobacterial GlmU enzyme – biochemical, glucosamine-1-phosphate acetyltransferase (AID 1376). actives 0.25% (n = 220,000). M. tuberculosis GlmU acetyltransferase enzyme assay; higher % means a stronger effect. one-dose inhibition, %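 (tested at 30 µM in the primary screen)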; IC50 in µM for titrated hits; in the data active = inhibition above about 13%; inconclusive = no clear call, values can overlap the other calls;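 also: 0% = complete reaction with vehicle and 100% = reaction without substrate; strong numbers were not always called active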
RmlCD inh 1536: M. tuberculosis RmlC/RmlD inhibition. P9WH09+P9WH11. RmlC+RmlD coupled enzyme assay, percent inhibition; primary screen in compound mixtures. inhibition, % at 3.6 µM. actives 0.03% (n = 160,000); in the data active = inhibition mostly above about 34%, no sharp cut-off; inconclusive = no clear call, values can overlap the other calls; inactive = mostly below about 22%; also: some results filed as inactive read as strong as hits
Target sequence (P9WH09 whole entry, looked up): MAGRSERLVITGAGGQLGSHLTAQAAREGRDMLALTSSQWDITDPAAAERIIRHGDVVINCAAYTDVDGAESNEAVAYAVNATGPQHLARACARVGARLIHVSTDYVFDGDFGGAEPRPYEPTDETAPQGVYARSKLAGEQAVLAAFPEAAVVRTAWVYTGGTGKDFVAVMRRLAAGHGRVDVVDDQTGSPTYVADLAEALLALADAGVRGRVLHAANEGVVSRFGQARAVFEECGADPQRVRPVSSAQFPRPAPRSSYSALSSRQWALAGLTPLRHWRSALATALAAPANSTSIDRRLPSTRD
Target sequence (P9WH11 whole entry, looked up): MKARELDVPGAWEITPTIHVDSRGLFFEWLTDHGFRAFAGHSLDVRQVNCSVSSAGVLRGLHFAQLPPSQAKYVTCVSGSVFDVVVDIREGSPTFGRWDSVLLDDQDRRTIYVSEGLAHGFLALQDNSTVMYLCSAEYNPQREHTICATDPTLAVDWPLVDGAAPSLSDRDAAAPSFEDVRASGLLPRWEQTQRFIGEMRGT
Numbers without * were called inactive; u = inconclusive; x = no result given. The list is partial, so the mix of outcomes need not match the whole.

SMILES | M. tuberculosis GlmU | RmlCD inh 1536
Cc1ccc(S(=O)(=O)n2nc(-c3cccnc3)nc2N)cc1 | 1.3% | x
CC1CN(C(=O)C2CCCN2S(=O)(=O)c2ccc(Cl)cc2)CC(C)O1 (stereo unspecified) | -2.9% | 44
Cn1nnnc1SCCNC/C=C/c1ccccc1 | 7.4% | x
COc1ccc(OCC(O)CNC(=O)Nc2cc(C)cc(C)c2)cc1 (stereo unspecified) | -3.1% | 1
CCCCCCCCC(=O)NNC(=O)c1c(O)c2ccccc2n(CC)c1=O | 2.1% | x
O=C(O)c1ccccc1-c1nc2ccccc2c(=O)[nH]1 | 6.8% | 10
O=C(Nc1ccc(-c2csc(-c3ccccc3)n2)cc1)c1ccccc1Cl | -1.2% | x
CC(Oc1ccccc1)c1ccn[nH]1 (stereo unspecified) | -11% | 4
CC12CCC(C(=O)Nc3ccccc3-n3cccc3)(CC1=O)C2(C)C (stereo unspecified) | 1.9% | 6
O=[N+]([O-])c1ccc(N2CCN(c3ccccc3O)CC2)c(Cl)c1 | 2.3% | 1
CCC(C)Cn1c(C)nc2ccccc21 (stereo unspecified) | -0.5% | -7
CC(C)N(Cc1nc2ccccc2[nH]1)C(C)C | 1.4% | -8
COc1ccc(/C(C)=N/OCC(=O)Nc2nc3ccccc3s2)cc1 | 9.2% | 1
c1ccc2c(c1)OCC(c1csc3ncnc(N4CCOCC4)c13)O2 (stereo unspecified) | 0.9% | x
CCOC(=O)CC(=O)Nc1ccn[nH]1 | -0.9% | 49
COC(=O)c1cc2sccc2n1Cc1nc(-c2cccc(Cl)c2)oc1C | -1.1% | -13
Cc1ccc(S(=O)(=O)N(C)Cc2ccc(C(=O)N/N=C/c3ccc(OC(F)F)cc3)cc2)cc1 | -3.2% | 5
O=C(c1cn[nH]c1)N1CCc2c([nH]c3ccccc23)C1c1c(F)cccc1Cl (stereo unspecified) | -5.0% | -7
CC(=O)[C@@]1(O)CC[C@H]2[C@@H]3CC=C4C[C@@H](O)CC[C@]4(C)[C@H]3CC[C@@]21C | -4.3% | x
O=C(NC1CCc2ccccc21)c1cc(COc2ccc(F)cc2Cl)on1 (stereo unspecified) | -5.0% | -9
CCOC(=O)NCCc1ccc(OC)cc1 | -0.7% | 10
O=C(c1cccc(Cl)c1)C1CCCN(C(=O)c2ccoc2)C1 (stereo unspecified) | 0.9% | -12
Cc1ccc(NC(=O)CC2Oc3ccc(C)cc3NC2=O)cc1 (stereo unspecified) | -0.8% | -7
CCN(CC(=O)Nc1c(F)cccc1F)C(=O)Cc1ccccc1 | 5.5% | 1
COc1cc(-c2nnc(COc3ccc4ccccc4c3)o2)cc(OC)c1OC | 6.1% | -8
(list continues)
SMILES | M. tuberculosis GlmU | RmlCD inh 1536
C=CCNC(=S)N/N=C(\C)c1cccnc1 | 2.5% | -7
COC/C=C/C1=CC2=CC(=O)C(C)(OC(=O)c3cnc4ccccc4n3)C(=O)C2=CN1Cc1ccco1 (stereo unspecified) | -0.2% | x
COc1cc(/C=N\NC(=O)C2CC3C=CC2C3)ccc1O (stereo unspecified) | -4.5% | x
CCOP(=O)(c1c(F)c(F)c(F)c(F)c1F)C1(O)CCCCC1 (stereo unspecified) | -3.8% | 0
COC(=O)CN(c1nc(C)cc(OC)n1)S(=O)(=O)c1ccccc1 | 7.3% | x
CSc1ccc(CN2CCN(C3CCCC3)C(CCO)C2)cc1 (stereo unspecified) | -3.0% | -14
CCOC(=O)CCSc1nc(-c2ccc3c(c2)OCO3)cc(C(F)(F)F)c1C#N | 5.3% | x
Cc1ccc(-c2nnc(-n3nc(C)cc3C)c3ccccc23)cc1 | -0.3% | 1
Cc1noc(/C=C/N(C)C)c1S(=O)(=O)N1CCCC(C(=O)NC2CCCCC2)C1 (stereo unspecified) | 3.1% | 10
CCOCCCN(Cc1ccco1)C(=O)c1cc2c(=O)[nH]c3ccc(C)cc3c2s1 | 4.2% | -8
CC1CCN(c2ccc(NC(=O)Cc3ccccc3)cc2)CC1 | -0.4% | 3
Cc1cc(C)cc(N(CC(=O)N2CCC(C)CC2)S(C)(=O)=O)c1 | 4.1% | x
Cc1ccc(S(=O)(=O)CCc2nc3ccccc3[nH]2)cc1 | 1.3% | 8
S=C(Nc1ccccc1)Nn1cnnc1 | 11% | -6
CCOC(=O)Nc1ccccc1C(=O)N1CCOCC1 | 2.5% | x
CC(Oc1ccc(Cl)cc1Cl)C(=O)Nc1ccc(OCC(=O)O)cc1 (stereo unspecified) | 3.0% | -10
CC(C)NC(=O)N1CCOCCOCCN(C(=O)NC(C)C)CCOCCOCC1 | 5.9% | x
CC(=O)c1c(OC(=O)c2ccccc2Br)ccc2c(C)cc(=O)oc12 | 4.1% | -9
CCOc1ccc(NC(=O)Nc2ccccc2C(N)=O)cc1 | -0.1% | -18
CC1=NN(S(=O)(=O)c2ccc(C)cc2)C(=O)c2ccccc2O1 | 3.9% | 11
CC(=O)c1c(C(C)=O)c(C)n(CCCCn2c(C)c(C(C)=O)c(C(C)=O)c2C)c1C | -0.2% | x
Cc1ccc(S(=O)(=O)NC(N)=NCCc2ccccc2)cc1C | 2.8% | -7
COc1ccc(CC(=O)Nc2cccc(-c3nnc(-c4ccccc4)o3)c2)cc1OC | 3.5% | x
COCc1cccc(N2C(=O)CC(C3C=C(C)C4C(=O)N(c5cccc(COC)c5)C(=O)C4C3)C2=O)c1 (stereo unspecified) | 2.8% | 7
CCOC(=O)c1sc(NC(=O)COC(=O)CNC(=O)C2CCCCC2)c(C(=O)OCC)c1C | 1.4% | x

An excerpt from above in order of heavy-atom count, ascending:
SMILES | M. tuberculosis GlmU | RmlCD inh 1536
S=C(Nc1ccccc1)Nn1cnnc1 | 11% | -6
C=CCNC(=S)N/N=C(\C)c1cccnc1 | 2.5% | -7
CCOC(=O)Nc1ccccc1C(=O)N1CCOCC1 | 2.5% | x
COc1cc(/C=N\NC(=O)C2CC3C=CC2C3)ccc1O (stereo unspecified) | -4.5% | x
CCOc1ccc(NC(=O)Nc2ccccc2C(N)=O)cc1 | -0.1% | -18
Cc1ccc(S(=O)(=O)NC(N)=NCCc2ccccc2)cc1C | 2.8% | -7
COC(=O)CN(c1nc(C)cc(OC)n1)S(=O)(=O)c1ccccc1 | 7.3% | x
CC(Oc1ccc(Cl)cc1Cl)C(=O)Nc1ccc(OCC(=O)O)cc1 (stereo unspecified) | 3.0% | -10
Cc1noc(/C=C/N(C)C)c1S(=O)(=O)N1CCCC(C(=O)NC2CCCCC2)C1 (stereo unspecified) | 3.1% | 10
CCOCCCN(Cc1ccco1)C(=O)c1cc2c(=O)[nH]c3ccc(C)cc3c2s1 | 4.2% | -8
COc1ccc(CC(=O)Nc2cccc(-c3nnc(-c4ccccc4)o3)c2)cc1OC | 3.5% | x
CCOC(=O)c1sc(NC(=O)COC(=O)CNC(=O)C2CCCCC2)c(C(=O)OCC)c1C | 1.4% | x
COC/C=C/C1=CC2=CC(=O)C(C)(OC(=O)c3cnc4ccccc4n3)C(=O)C2=CN1Cc1ccco1 (stereo unspecified) | -0.2% | x

Next part.
SMILES | M. tuberculosis GlmU | RmlCD inh 1536
Cn1c(C(=O)NC2CCCC2)cc2c(=O)n(C)c3ccccc3c21 | 3.1% | 7
O=C(COC(=O)c1cc2ccccc2oc1=O)Nc1cccc(S(=O)(=O)N2CCCCCC2)c1 | 3.1% | 4
CN1C(=O)N(C)C(=O)C(CCc2ccncc2)(Cc2ccc3c(c2)OCO3)C1=O | 8.8% | x
O=C(NCC1CCCO1)C1c2ccccc2C(=O)N1Cc1ccc2c(c1)OCO2 (stereo unspecified) | 2.4% | -2
O=C(O)CNC(=S)N(Cc1ccco1)Cc1ccccc1Cl | 1.5% | 9
CCCN1CCN(C(=O)c2cc(COc3ccc4ncccc4c3)on2)CC1 | 2.2% | -9
Cc1cc(NC(=O)c2ccc(S(=O)(=O)N(C)C)cc2)no1 | -3.0% | 6
NNC(=O)COc1ccccc1[N+](=O)[O-] | 0.5% | x
Cc1nc2cc(C(=O)O)ccc2n1-c1ccccc1 | 0.1% | 5
CC1CCCN(CCC(=O)Nc2ccccc2)C1 (stereo unspecified) | -0.1% | -4
Cc1ccc(CCNC(=O)C2CCCN(C(=O)c3cc4sccc4n3C)C2)cc1 (stereo unspecified) | -3.8% | 5
Cc1occc1C(=O)NCc1ccc2c(c1)OCO2 | 5.0% | 6
COc1cc2c(cc1OC)C(c1ccco1)CC(=O)N2 (stereo unspecified) | 8.2% | -3
CCOc1ccc2cc(C3CC(c4ccco4)=NN3S(C)(=O)=O)c(Cl)nc2c1 (stereo unspecified) | 0.5% | 6
CCc1c(C)sc(NC(=S)N2CC(C)OC(C)C2)c1C(=O)OC (stereo unspecified) | 0.4% | x
O=C(NCc1ccccc1Cl)C1CCC(CNc2c(N3CCOCC3)c(=O)c2=O)CC1 (stereo unspecified) | -1.2% | 6
COc1ccc(N(Cc2cc(=O)[nH]c3ccccc23)C(=O)c2ccco2)cc1 | -2.4% | x
Cc1ccc(S(=O)(=O)NCC(=O)N(CC(=O)NCc2ccco2)Cc2cccs2)cc1 | -1.2% | 1
CCCS(=O)(=O)N1CCC(C(=O)NCc2ccc(F)cc2)CC1 | -4.4% | 9
CCOc1ccccc1CNC(=O)C1CCN(C(=O)c2sccc2-n2cccc2)CC1 | 3.4% | x
O=C(/C=C/c1cccs1)NC(=S)NNC(=O)Cc1cccs1 | -0.5% | x
CN1CCN(C(=O)COc2ccc(-c3nc4ccccc4s3)cc2)CC1 | 2.8% | 2
CCOC(=O)c1oc2cc(O)c(CC)cc2c(=O)c1-c1cscn1 | 0.4% | 0
CCn1c(CNc2ccc(Cl)cc2)nnc1SCCN1CCCCC1 | -1.9% | x
COc1cccc(N(CC(=O)N2CCN(C)CC2)S(=O)(=O)c2ccc(C)cc2)c1 | 1.8% | x
Next structures follow:
SMILES | M. tuberculosis GlmU | RmlCD inh 1536
Clc1ccccc1Cn1nc(-c2ccccc2)nc1-c1ccccc1 | -5.8% | -11
CC(=O)Oc1ccc(N2C(=O)C3C(C2=O)C2(C)C=CC3(C)O2)cc1 (stereo unspecified) | 17% | x
COc1ccc(NC(=O)C2CC(=O)N(C(C)C)C2)cc1 (stereo unspecified) | 7.5% | x
CCOc1ccccc1N1CCN(S(=O)(=O)c2ccc(Cl)s2)CC1 | -3.8% | 33
CCCCOCC1CN(c2ccccc2)C(=O)CS1 (stereo unspecified) | -0.7% | x
C#CC[N+](CC)(CC)CC#Cc1ccccc1 | -8.2% | 10
O=S(=O)(NCCSc1ccccn1)c1ccc(Cl)cc1 | 1.9% | 2
COC(=O)c1cc2c(N)c(C(=O)c3ccccc3)sc2nc1C(OC)OC | -1.6% | -5
O=C(CSc1nnc(-c2ccc(Br)cc2)o1)N1CCN(C(=O)c2ccco2)CC1 | -0.1% | x
O=C(Nc1nc(-c2ccc(F)cc2)cs1)c1cccnc1 | 4.1% | -2
CC(Nc1nc(-c2ccc(F)cc2)cs1)c1nc2cc(Cl)c(Cl)cc2n1CCCO (stereo unspecified) | 0.1% | x
CCOC(=O)c1ccc(NC(=O)c2ccc(CO)c(C(=O)NC3CCN(C(=O)OCC)CC3)c2)cc1 | -2.4% | -17
COCCn1c(SC(C(=O)Nc2cc(C)ccc2OC)c2ccccc2)nnc1-c1ccc(Cl)cc1 (stereo unspecified) | -2.9% | x
Cc1cc(N/N=C/c2ccccc2F)c2ccccc2n1 | -6.1% | 8
O=c1oc2c(CN3CCOCC3)c(O)ccc2c2c1CCC2 | 1.8% | -4
O=C(CN1CCN(Cc2ccc(F)cc2Cl)C1=O)NCCCN1CCOCC1 | 5.9% | 4
Cc1ccc(NC(=S)NC(NC(=O)N(C)C)C(Cl)(Cl)Cl)cc1 (stereo unspecified) | 2.2% | -13
COc1ccc(N2C(=O)C(CC(=O)Nc3ccccc3)N(Cc3ccccn3)C2=S)cc1 (stereo unspecified) | 2.9% | 10
CCOCCCNC(=S)N1CCCN(c2nc3cc(C)c(C)cc3cc2C#N)CC1 | 2.3% | x
O=[N+]([O-])c1ccc(C2[C@H]3C(c4ccccc4)=NC4(CCCC4)N23)cc1 (stereo partly specified) | -4.3% | 9
CC(C)CNC1=CC(=O)CC(c2ccco2)C1 (stereo unspecified) | 3.0% | x
CCN(CC)c1ccc(NC(=O)Cn2nnc(-c3cccc(OC)c3OC)n2)c(C)c1 | -5.1% | x
CC(=O)Nc1ccc2nc(-c3ccc(Br)o3)[nH]c2c1 | 6.1% | x
O=c1c(C=NCCN2CCNCC2)c(-c2ccccc2)[nH]n1-c1ccc([N+](=O)[O-])cc1 | -9.3% | 0
CC1CN(c2ccc(C(=O)c3ccccc3C(=O)O)cc2[N+](=O)[O-])CC(C)O1 (stereo unspecified) | 0.2% | -8

Reprinted from the part before: three compounds, then new ones.
SMILES | M. tuberculosis GlmU | RmlCD inh 1536
CC(=O)Nc1ccc2nc(-c3ccc(Br)o3)[nH]c2c1 | 6.1% | x
O=c1c(C=NCCN2CCNCC2)c(-c2ccccc2)[nH]n1-c1ccc([N+](=O)[O-])cc1 | -9.3% | 0
CC1CN(c2ccc(C(=O)c3ccccc3C(=O)O)cc2[N+](=O)[O-])CC(C)O1 (stereo unspecified) | 0.2% | -8
CC(C)CNC(=S)N1CCN(C(c2ccccc2)c2ccccc2)CC1 | 9.4% | 5
Cc1c(C(=O)N2CCN(S(C)(=O)=O)CC2)oc2ccccc12 | 2.1% | -8
C#CCSc1nc(C)cc(C(=O)OCC)c1C#N | -0.5% | -6
Cc1ccccc1C(=O)Nc1cccc(-c2nnc(SCC(=O)O)n2C)c1 | -4.7% | 20
COC(=O)c1ccc(CSc2nnnn2-c2ccccc2)o1 | 4.5% | x
CC(NC(=O)Oc1ccccc1)C(c1cccs1)N1CCOCC1 (stereo unspecified) | -4.0% | x
CCOC(=O)C(Cc1ccc(O)cc1)NC(=O)CNC(=O)C(CC(C)C)NC(=O)OC(C)(C)C (stereo unspecified) | -0.1% | u
